5HT1a ag: activates the human 5-HT1a serotonin receptor; P08908; AID 567; CHO 5-HT1a Ga15 NFAT-bla reporter, FRET ratio; 0% basal, 100% maximal reference agonist; 0.56% of 65,000 active; activation, % at 10 µM;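 active = activation above the screen-wide mean activation plus 3 SD, cut at about 19% in these data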;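 note: 0% = DMSO wells and 100% = 5-CT at EC100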
5HT1a antag: 5-HT1a (human) receptor antagonism | P08908 | CHO 5-HT1a Ga15 NFAT-bla reporter, antagonist mode | inhibition, % at 10 µM | 0.68% of 62,000 active | AID 612;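 active = inhibition above the mean of all tested compounds plus 3 SD, cut at about 43% in these data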;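 note: receptor stimulated by 5-CT agonist at 100 nM near EC80; beta-lactamase reporter measured by ratiometric fluorescence of a cleavable substrate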
A340 absorber: compound absorbs light at 340 nm; fold change at 10 µM; compound absorbance at 340 nm, fold over control; 65,000 tested, under 10 active;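 active = at 10 µM dose, initial 340 nm absorbance at least 2 fold that of control wells; inactive = change under 2 fold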;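 note: initial absorbance extrapolated from kinetic A340 decline of NADH oxidation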
RORa activator: activates the human nuclear receptor RORA. 1.5% of 65,000 active. activation, % at 10 µM. AID 560. P35398. CHO-K1 Gal4-RORA LBD luciferase reporter, luminescence; percent increase over mock-subtracted basal signal;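 active = activation above the mean of all tested compounds plus 3 SD, cut at about 49% in these data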;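 note: 0% = DMSO-treated RORA cells and 100% = added signal equal to DMSO minus mock-transfected cells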
Target sequence (P35398 whole entry, looked up, the tested form may be a part): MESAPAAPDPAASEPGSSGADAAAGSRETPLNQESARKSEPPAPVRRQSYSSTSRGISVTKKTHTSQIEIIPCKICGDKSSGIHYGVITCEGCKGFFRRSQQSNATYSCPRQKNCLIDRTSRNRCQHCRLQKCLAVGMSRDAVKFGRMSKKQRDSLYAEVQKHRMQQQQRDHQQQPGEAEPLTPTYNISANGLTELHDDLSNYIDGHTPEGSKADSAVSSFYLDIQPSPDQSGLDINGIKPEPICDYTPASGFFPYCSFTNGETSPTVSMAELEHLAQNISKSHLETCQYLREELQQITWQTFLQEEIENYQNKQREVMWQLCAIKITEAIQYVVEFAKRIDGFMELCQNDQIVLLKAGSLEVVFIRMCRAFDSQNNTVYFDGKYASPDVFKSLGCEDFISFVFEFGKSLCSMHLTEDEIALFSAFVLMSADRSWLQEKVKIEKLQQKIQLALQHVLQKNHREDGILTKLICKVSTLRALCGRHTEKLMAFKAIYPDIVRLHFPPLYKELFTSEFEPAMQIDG
MMP-13 inhibitor: blocks human MMP13 activity; inhibition, % at 4 µM; 0.07% of 65,000 active; P45452; AID 570; MMP-13 fTHP FRET cleavage, Mca fluorescence;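 active = inhibition above the mean of compound-free control plate wells plus 3 SD, cut at about 14% in these data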;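 note: 0% = DMSO wells and 100% = wells with reference MMP-13 inhibitor after basal subtraction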
NADH enzymes: inhibitors of enzymes used to reach an NAD/NADH endpoint; coupled PK/LDH NADH assays, four targets; IC50, µM (highest dose often 10 µM), inactives show top-dose inhibition; 0.02% of 65,000 active; AID 774;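 active = single-dose screening hits from any of four coupled enzyme assays that gave an IC50 when retested across doses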;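 note: the DPM-DC format reads NADH fluorescence rather than 340 nm absorbance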
SF1 activator: activates the human nuclear receptor SF-1. AID 522. 1.9% of 65,000 active. activation, % at 10 µM. CHO-K1 Gal4-SF-1 LBD luciferase reporter; % increase over DMSO SF-1-specific signal;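 active = activation above the mean activation of all tested compounds plus 3 SD, cut at about 50% in these data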
Target sequence (Q13285 whole entry, looked up, the tested form may be a part): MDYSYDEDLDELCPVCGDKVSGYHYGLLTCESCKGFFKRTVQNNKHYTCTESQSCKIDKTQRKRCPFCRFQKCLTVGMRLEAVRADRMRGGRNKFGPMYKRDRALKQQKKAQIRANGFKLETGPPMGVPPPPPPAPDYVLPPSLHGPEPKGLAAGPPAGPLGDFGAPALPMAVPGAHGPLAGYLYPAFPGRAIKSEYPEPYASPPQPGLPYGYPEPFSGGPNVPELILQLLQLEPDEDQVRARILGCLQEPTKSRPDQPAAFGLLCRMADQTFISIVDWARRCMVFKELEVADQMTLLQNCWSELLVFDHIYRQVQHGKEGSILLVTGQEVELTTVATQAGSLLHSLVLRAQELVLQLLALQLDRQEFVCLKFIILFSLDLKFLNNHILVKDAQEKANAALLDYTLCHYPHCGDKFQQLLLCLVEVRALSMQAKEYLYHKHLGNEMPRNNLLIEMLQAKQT
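Assay system: CHO-K1 cells co-transfected with Gal4 DBD–human SF-1 LBD, 5xGal4 luciferase reporter; doses: 10 µM only; incubation: 20 h compound exposure at 37 °C after 1 h cell settling; signal: luciferase light emission; evaluation: percent activation versus DMSO; repeats: one test per compound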
TNAP act mid DEA: activates human TNAP at intermediate phosphate acceptor concentration; 64,000 tested, under 10 active; activation factor at 20 µM; P05186; purified TNAP, CDP-star luminescence, 100 mM DEA, 30 min; stronger effect = higher value; scale: 0 levamisole-inhibited, 1 vehicle-only enzyme;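 active = activation factor of at least 2 at 20 µM, relative to controls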
Fluor 339 460: intrinsic fluorescence of library compounds, ex339/em460 – biochemical, MLSMR library, data from DPM-DC assay, artefact control, profiling panel. compound autofluorescence, ex339/em460 nm, NADH buffer; stronger effect = higher value; 1 = no-compound wells, NADH background. fluorescence fold increase at 10 µM. 5.5% of 65,000 active. AID 709;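 active = at 10 µM, mean starting fluorescence two-fold or more over control wells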;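 note: signal is the first read of a kinetic run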
* = called active by the depositor; x = not tested or not shown; [ ] = remark or other dose.

SMILES | 5HT1a ag | 5HT1a antag | A340 absorber | RORa activator | MMP-13 inhibitor | NADH enzymes | SF1 activator | TNAP act mid DEA | Fluor 339 460
CSc1ccc(/C=N/n2c(C)cc(C)cc2=O)cc1 | -2.4 | -6 | 1.1 | 5 | 4 | 0% | 29 | 1 | 1.1
COc1ccc(/C(O)=C(\C#N)c2nc3ccccc3n2C)cc1OC | -0.1 | -13 | 1.2 | -6 | -2 | 9% | 29 | 0.8 | 0.83
COCC(C)n1c(SCc2ccc(C(=O)OC)o2)nc2ccccc2c1=O (configuration not stated) | 2.4 | 23 | 1 | -23 | -2 | 2% | -21 | 1 | 1.1
CCOC(=O)N1CCC(NC(=O)C2CCN(C(=O)N3CCOc4ccccc43)CC2)CC1 | -4.6 | 0 | 1.1 | -7 | -3 | 3% | -5 | 0.9 | 1.1
COc1ccc(C2C(C#N)=C(N)Oc3cc4c(cc32)OCO4)cc1 (configuration not stated) | -0.2 | -1 | 0.99 | -4 | -3 | 5% | 10 | 0.8 | 1.1
CCCn1c(SCC(=O)Nc2sc(C)c(C)c2C(=O)OC)nc2c1c(=O)n(C)c(=O)n2C | -2.1 | 12 | 1.1 | -19 | -2 | 7% | 2 | 0.9 | 1
COC(=O)c1ccc2c(c1)N(C)CCS2 | -0.6 | -12 | 1.1 | 0 | -22 | 3%[fluoresces] | -8 | 0.9 | 2.1*
Cc1ccnc(N2CCCC(C(=O)Nc3nnc(C)s3)C2)n1 (configuration not stated) | 0.1 | -9 | 1 | -3 | -10 | 6% | 2 | 1 | 1.4
Cc1ccc2c(c1)N(Cc1ccc3c(c1)OCO3)C(=O)C(C)O2 (configuration not stated) | -1.0 | 4 | 1 | 2 | 6 | 7% | -2 | 0.9 | 1
COc1ccc(C2CC(c3ccccc3)Nc3nc(N)nn32)cc1 (configuration not stated) | 1.9 | x | 1 | 7 | 5 | 3% | 22 | 0.9 | 1.1
Cc1cc(C)c(C#N)c(Nc2ccc3c(c2)OCCO3)n1 | 1.6 | 5 | 1.1 | -3 | -3 | 6% | -10 | 1 | 1.2
O=C(Cn1ncc2c(=O)oc3ccccc3c21)N1CCCN(Cc2ccccc2F)C1 | 1.6 | -5 | 1.1 | -17 | 6 | 5% | -15 | 0.9 | 1.1
O=C(NCc1cccnc1)C1CCCN(S(=O)(=O)c2ccc(Cl)cc2)C1 (configuration not stated) | -2.7 | -2 | 1 | -22 | -3 | 4% | -9 | 0.8 | 1
O=C(C1CCN(S(=O)(=O)c2cccc3nsnc23)CC1)N1CCCc2ccccc21 | 0.2 | 0 | 1 | -4 | 4 | 6% | 11 | 0.9 | 1.1
Cc1cccc(CC(=O)Nc2c3c(nn2-c2cccc(Cl)c2)CS(=O)C3)c1 (configuration not stated) | 0.9 | 8 | 0.99 | 0 | 2 | 4% | -14 | 0.9 | 1

Sorted by SMILES length (rising): some entries from above
SMILES | 5HT1a ag | 5HT1a antag | A340 absorber | RORa activator | MMP-13 inhibitor | NADH enzymes | SF1 activator | TNAP act mid DEA | Fluor 339 460
CSc1ccc(/C=N/n2c(C)cc(C)cc2=O)cc1 | -2.4 | -6 | 1.1 | 5 | 4 | 0% | 29 | 1 | 1.1
Cc1cc(C)c(C#N)c(Nc2ccc3c(c2)OCCO3)n1 | 1.6 | 5 | 1.1 | -3 | -3 | 6% | -10 | 1 | 1.2
O=C(Cn1ncc2c(=O)oc3ccccc3c21)N1CCCN(Cc2ccccc2F)C1 | 1.6 | -5 | 1.1 | -17 | 6 | 5% | -15 | 0.9 | 1.1

(continued)
SMILES | 5HT1a ag | 5HT1a antag | A340 absorber | RORa activator | MMP-13 inhibitor | NADH enzymes | SF1 activator | TNAP act mid DEA | Fluor 339 460
COc1ccccc1Nc1nc(-c2cccs2)cs1 | -1.9 | 18 | 1 | 38 | -12 | 3% | 33 | 0.8 | 1
CC(C)(C)c1ccc(OCc2nc(-c3ccccn3)no2)c(Br)c1 | 2.4 | -45 | 1.1 | 67* | -1 | 1% | 71* | 0.9 | 1.1
O=C(NC1CCCCCC1)C1CCN(C(=O)Cc2ccccc2)CC1 | 1.3 | -8 | 1 | -5 | 3 | 2% | -17 | 0.9 | 1.1
COC(=O)C1Cc2c([nH]c3ccccc23)CN1 (configuration not stated) | -2.4 | 9 | 1 | -4 | -24 | 8% | 15 | 0.9 | 2
COCc1cc(C)nc(SCC(=O)N2CCC(C)CC2)c1C#N | -0.8 | 5 | 1 | -1 | -7 | 4% | -8 | 0.9 | 1.1
CC(=O)Nc1ccc(S(=O)(=O)Nc2nc3n(n2)C(c2ccccc2)CC(=O)N3)cc1 (configuration not stated) | -0.5 | x | 1 | -19 | 0 | 1% | 0 | 0.8 | 1.1
CC(Sc1ccc(Br)cc1)C(N)=O (configuration not stated) | 1.1 | -7 | 1.1 | 4 | 0 | 3% | -2 | 0.9 | 1.1
COc1ccc(NC(=O)C23CCC(C)(C(=O)C2)C3(C)C)cc1 (configuration not stated) | -4.8 | -5 | 1 | -8 | 1 | 3% | -1 | 1 | 1
COc1ccc(CCNC(=O)c2cc3ccccn3n2)c(OC)c1OC | -2.4 | -8 | 1 | 12 | 1 | 3% | -2 | 0.9 | 1.1
CC(Sc1ccccc1)C(=O)Nc1ccc(S(=O)(=O)N2CCOCC2)cc1 (configuration not stated) | 1.6 | -2 | 1 | -8 | -1 | 3% | -6 | 1 | 1.1
CCOC(=O)c1cccc(NC(=O)C2CCN(S(=O)(=O)c3cnc[nH]3)CC2)c1 | -2.6 | 6 | 1 | -14 | 7 | 2% | -2 | 0.9 | 1.1
CCOc1ccc(CN(C(=O)c2ccco2)C2CCS(=O)(=O)C2)cc1 (configuration not stated) | 0.3 | -5 | 1 | -5 | 0 | 0% | -18 | 0.9 | 1.2
COc1cc(-c2nc3cnccn3c2Nc2ccc3c(c2)OCCO3)ccc1O | 0.9 | 4 | 1.1 | 25 | -2 | 8% | 18 | 0.9 | 1.5
COc1ccc(CNC(=O)c2onc(C)c2Cl)cc1 | -6.5 | -6 | 1 | -11 | -2 | 4% | 14 | 0.9 | 1.1
COc1ccccc1C(=O)N1CCN(Cc2ccc3c(c2)OCO3)CC1 | -2.1 | x | 1 | -15 | 1 | 2% | -10 | 0.9 | 1.1
O=c1c(-c2ccc(F)cc2)coc2cc(O)ccc12 | 1.4 | 13 | 1.1 | 84* | -19 | 5%[fluoresces] | 63* | 0.9 | 2.2*
C=C(C)CC1N(c2cccc(OC)c2)C(=O)C2C(C(=O)O)C3C=CC21O3 (configuration not stated) | 0.0 | 3 | 1 | 0 | -2 | 3% | -23 | 1 | 1
Cc1c2c([n+]3n1CCC3)CC(C)(C)CC2=O | -0.5 | x | 1 | 16 | 6 | 3% | 5 | 0.8 | 1.1
COCCNC(=O)c1c(N)n(CCCn2ccnc2)c2nc3ccccc3nc12 | 5.9 | -14 | 1.1 | -9 | -265[fluorescence artefact?] | 12%[fluoresces] | -2 | 1 | 3.8*
CC1(C)CC(=O)C2=C(C1)N(c1ccccc1)C(N)=C(C#N)C2c1cccnc1 (configuration not stated) | -0.1 | 11 | 1 | -11 | -2 | 5% | -20 | 1 | 1.1
COC(=O)c1cc2c(cc1Cl)SC(=NCCCN1CCOCC1)NS2(=O)=O | 2.0 | 1 | 1 | -24 | 1 | 4% | 2 | 1 | 1.1
OC1CCCN(Cc2cccc3ccccc23)C1 (configuration not stated) | -3.3 | -4 | 1 | -12 | 2 | 1% | -16 | 1 | 1.1
CCC(C)NS(=O)(=O)c1ccc(S(=O)(=O)Nc2cc3c(cc2C(C)=O)OCO3)cc1 (configuration not stated) | -0.9 | 15 | 1 | -3 | -6 | 6% | 5 | 1 | 1
O=C(CN1CCC(O)CC1)N1c2ccccc2C=Cc2ccccc21 | 2.5 | -4 | 1.1 | 4 | 2 | 0% | -3 | 1.1 | 1.1
COC(=O)c1ccccc1NC=C1C(=O)OC2(CCCCC2)OC1=O | -1.4 | x | 1.2 | -26 | -10 | 5% | -9 | 1 | 1.3
O=C1C=C(NCc2ccco2)CC(c2ccc(Cl)cc2)C1 (configuration not stated) | -0.8 | 15 | 1 | 10 | 1 | 3% | 4 | 0.9 | 1
COc1ccc(C(C)(C)C)cc1NC(=O)c1ccoc1C | 0.9 | -7 | 1.1 | -7 | 2 | 2% | -7 | 1 | 1
CCN(CC)CCCN1C(=O)C(=O)/C(=C(/O)c2ccccc2)C1c1cc(OC)ccc1OC (configuration not stated) | -0.9 | x | 1 | -21 | -2 | 3% | 2 | 0.9 | 1.1
Nn1c(SC/C=C/c2ccccc2)nnc1-c1ccccn1 | -3.0 | 8 | 0.97 | 6 | -4 | 3% | 1 | 0.9 | 1.1
CCC(=O)N1c2ccccc2-c2nnc(SC)nc2OC1c1ccc(N(C)C)cc1 (configuration not stated) | 1.4 | 7 | 1.2 | 26 | 2 | 8% | 2 | 0.9 | 0.97
Cc1cc(C)nc(SCCC(=O)N(C)C)n1 | -0.6 | -19 | 0.96 | -3 | 0 | 8% | -20 | 0.9 | 1.2
COc1cc(C(=O)Nc2cccc(-c3nncn3C)c2)cc(OC)c1OC | -0.9 | -2 | 1 | -7 | 7 | 2% | -11 | 0.9 | 1
c1ccc(-c2noc(-c3ccc4c(c3)OCO4)n2)nc1 | -1.4 | -3 | 0.99 | -78 | 0 | 5% | -75 | 1 | 1.1
COCCCn1c2nc3ccccc3nc2c2c(=O)n(-c3ccccc3OC)cnc21 | 1.4 | -10 | 1.1 | -16 | -12 | 8% | -4 | 0.9 | 2.4*
CCn1c(C)csc1=NC(=O)c1ccccc1 | -3.0 | 1 | 1.2 | 19 | -3 | 4% | 23 | 1 | 1.3
Cc1ccc(-n2c(SCC(=O)NCc3ccco3)nc3nc4c(cc3c2=O)COC(C)(C)C4)cc1 | 1.0 | x | 1 | 2 | 4 | 5% | 5 | 0.9 | 1
O=C(NCc1ccco1)c1ccc(NC(=O)C2COc3ccccc3O2)cc1 (configuration not stated) | -0.3 | -4 | 1 | -4 | 2 | 3% | -4 | 0.9 | 1.1
COc1ccccc1C(=O)NC(C)C(c1cccs1)N1CCOCC1 (configuration not stated) | -3.2 | -1 | 1 | -16 | 2 | 10% | 2 | x | 0.87
O=C1CC(c2ccccc2)NC(=O)N1 (configuration not stated) | -2.8 | x | 1 | 24 | 1 | 1% | 3 | 0.9 | 1
COc1ccc(CCNC(=O)CSc2nnnn2-c2ccccc2)cc1 | -2.5 | 1 | 1 | 1 | 3 | 5% | -13 | 1 | 1
COc1ccc(N(CC(=O)Nc2cc(C)on2)S(=O)(=O)c2cc(C)ccc2C)cc1 | -1.9 | 14 | 1 | -15 | 0 | 6% | 11 | 0.9 | 1.1
CCOC(=O)c1ccccc1NC(=O)COC | -2.9 | -1 | 1 | -2 | 2 | 5% | 7 | 0.9 | 1.2
NC(=O)C1CCN(Cc2nc(-c3ccccc3)no2)CC1 | -0.2 | 2 | 1 | -10 | 0 | 5% | -14 | 1.1 | 1.1
CC(=O)c1c(C)[nH]c(C(=O)N2CCN(C(=O)c3ccco3)CC2)c1C | 0.3 | 2 | 1 | -4 | -13 | 2% | 25 | 0.9 | 1

In a second layout: results already given.
| Structure | 5HT1a ag | 5HT1a antag | A340 absorber | RORa activator | MMP-13 inhibitor | NADH enzymes | SF1 activator | TNAP act mid DEA | Fluor 339 460 |
| --- | --- | --- | --- | --- | --- | --- | --- | --- | --- |
| COc1ccc(N(CC(=O)Nc2cc(C)on2)S(=O)(=O)c2cc(C)ccc2C)cc1 | -1.9 | 14 | 1 | -15 | 0 | 6% | 11 | 0.9 | 1.1 |
| Cc1ccc(-n2c(SCC(=O)NCc3ccco3)nc3nc4c(cc3c2=O)COC(C)(C)C4)cc1 | 1.0 | x | 1 | 2 | 4 | 5% | 5 | 0.9 | 1 |
